# Bioassay records (PubChem)
# Akt phos inh – Akt phosphorylation inhibition; Neuro2A IGF-stimulated pAkt S473 HTRF, 20 min; active compounds read low; activity change, % for hits at 50 µM; 360,000 tested, 0.32% active; in the data active = activity change below about -80%; inconclusive = mostly about -51% to -80%; also: % is scaled to controls: 0 for no effect and ±100 for the full control effect
#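 Neuro2A cells in DMEM with 0.5% FBS, overnight at 37 deg C, given compound at single 50 µM final, then IGF (6 nM final) for 20 min at 37 deg C. Lysed; phospho-Akt Ser473 by HTRF after 24 h, 665/615 ratio.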
# Nrf2 ARE act – activators of Nrf2 (ARE) signaling; Potency, µM (series often up to 46.1 µM), without a hit: at the highest dose activation, actives largely listed as activators; 410,000 tested, 0.31% active; AREc32 ARE-luciferase reporter (MCF7-derived line), luminescence, 24 h; also: potency is read from the fitted curve at half-maximal effect; % of control where 0% means no effect; nearly all actives have a fitted effect of over 65% in size
#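 ARE-driven firefly luciferase activity in AREc32 cells measured after a 24 hr compound exposure at 37 deg C, using Steady-Glo reagent and a 30 min room-temperature hold.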
# Mm-Cpn inhibitor – inhibitors of Methanococcus maripaludis chaperonin (MmCpn) | purified Mm-Cpn ATPase, ADP Transcreener TR-FRET | Potency, µM (titrated, usually from 76.9 µM), inactives show top-dose activity, negative = inhibition, most hits filed as inhibitors | 330,000 tested, 0.031% active | AID 504842; also: potency is read from the fitted curve at half-maximal effect; % is scaled to controls: 0 for no effect and ±100 for the full control effect; nearly all actives have a fitted effect of over 80% in size
#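 Eu-cryptate anti-ADP/ADP-d2 competition gives a ratio inversely related to ADP. Enzyme at 25 nM was pre-exposed to compound for 10 min, then given 10 uM ATP for 30 min, 37°C throughout.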
# A549 tox – counter-screen for Nrf2 inhibitors: cytotoxicity in A549 cells; 390,000 tested, 0.16% active; AID 504648; A549 ARE-Fluc cells, CellTiter-Fluor viability, 18-24 h; Potency, µM (doses to about 46 µM), for the others: top-dose activity change, negative = cytotoxicity, hits mostly inhibitors; also: potency is read from the fitted curve at half-maximal effect; % is scaled to controls: 0 for no effect and ±100 for the full control effect
#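 A549 ARE-Fluc cells in 5% FBS OPTI-MEM, 5000 cells/well, rested 2 h then exposed to compounds in concentration-response for 18-24 h at 37 °C. Viability by CellTiter-Fluor fluorescence (Ex 405/Em 525) after 30 min; luciferase luminescence (BugLite, 15 min, RT) read afterwards.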
# CCT modulator – changes cytosolic chaperonin activity; purified chaperonin ATPase assay, HTRF ADP detection, 30 min; activity change, % (test concentration not listed), hits read low; 360,000 tested, 0.3% active; AID 651819; in the data active = activity change below about -30%; also: % is scaled to controls: 0 for no effect and ±100 for the full control effect
#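 Nucleotide hydrolysis assay: TRiC at 20–40 nM final (set by batch activity) with 10 uM ATP, 30 min at 37 °C, in presence of 76 uM compound. Detection by competitive ADP HTRF, 30 min ambient.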
# EPAC2 antagonist – blocks human EPAC2 exchange factor; Potency, µM (highest dose often 114 µM), without a hit: at the top dose activity, negative = inhibition, most hits filed as inhibitors; Q8WZA2; EPAC2 GEF exchange of Rap1B-BODIPY-GDP, fluorescence; 360,000 tested, 0.18% active; also: potency is read from the fitted curve at half-maximal effect; % is scaled to controls: 0 for no effect and ±100 for the full control effect; nearly all actives have a fitted effect of over 45% in size; many of its hits are not listed in these tables
# Nrf2 inh – blocks Nrf2 signaling; A549 ARE-Fluc reporter, luciferase luminescence, 18-24 h; Potency, µM (titrated, usually from 46 µM), for the others: at the highest dose activity change, negative = inhibition, most hits filed as inhibitors; 360,000 tested, 2.1% active; AID 504444; also: potency is read from the fitted curve at half-maximal effect; % is scaled to controls: 0 for no effect and ±100 for the full control effect; nearly all actives have a fitted effect of over 60% in size
#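 Two sequential reads on A549 ARE_Fluc cells exposed to compound for 18-24 h: a CellTiter-Fluor fluorescence read for viability, then a luciferase luminescence read for Nrf2/ARE activity.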
# EPAC2 agonist – EPAC2 (human) agonism; Potency, µM (titrated, usually from 154 µM), without a hit: at the highest dose activation, actives largely listed as activators; EPAC2 activation, biochemical qHTS; response scale: 100% = 6.5 mM cAMP response; 360,000 tested, 0.079% active; Q8WZA2; also: potency is read from the fitted curve at half-maximal effect; nearly all actives have a fitted effect of over 50% in size
#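 Each well held 100 nM EPAC2, 250 nM RAP1B-BODIPY-GDP and 50 uM GDP. Fluorescence, read at 5-min intervals to 30 min, was referenced to a 6.5 mM cAMP positive control.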
# TGFb inhibitor – inhibitors of TGF-b signaling. HepG2 CAGA-GFP TGF-b/SMAD3 reporter, GFP fluorescence, 18 h; TGF-beta stimulated, 500 pg/mL final. Potency, µM (doses to about 46.1 µM), for the others: at the highest dose activity, negative = inhibition, hits mostly inhibitors. 410,000 tested, 1.2% active. AID 588855; also: potency is read from the fitted curve at half-maximal effect; % is scaled to controls: 0 for no effect and ±100 for the full control effect; nearly all actives have a fitted effect of over 65% in size
#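 GFP signal (ex488/em500-530) from TGF-beta-stimulated HEPG2 CAGA-GFP cells, 500 pg/mL final, 18 h at 37 degrees C in DMEM plus 1% FBS, normalized to unstimulated and DMSO-stimulated controls.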
# Starred values were filed as active, the others as inactive; i = inactive; ? = inconclusive; . = not tested or not shown; & = joins results of further samples; [ ] = dose if it differs, or a comment. Unless noted, calls follow the shape of the dose curve; as a rule, active = well fitted curve in the direction sought with a large enough effect; inconclusive = small, poorly fitted or top-dose-only effect, or another doubt; inactive = no such curve, though single readings can be large; an effect the other way counts as inactive or inconclusive.
no.	Compound	Akt phos inh	Nrf2 ARE act	Mm-Cpn inhibitor	A549 tox	CCT modulator	EPAC2 antagonist	Nrf2 inh	EPAC2 agonist	TGFb inhibitor
1	O=C(c1ccc(S(=O)(=O)Cc2cc(F)ccc2F)c([N+](=O)[O-])c1)N1CCCCC1	i	?	2%	-12%	-1.7	-2%	-16%	-7%	?
2	CC(/C=N/NC(=O)c1cc(-c2cccnc2)nc2c1c(C)nn2-c1ccccc1)=C\c1ccccc1	i	-0.5%	-1%	1%	0.9	-13%	-21%	0%	12%
3	S=C1SCN(Cc2cccnc2)CN1Cc1cccnc1	i	?	0%	?	0.3	-3%	?	-4%	?
4	COc1cccc(-n2c([S-])c(C(=O)Nc3ccc(S(=O)(=O)N4CCOCC4)cc3)[n+]3cc(C(N)=O)ccc23)c1	i	1.3%	-4%	-6%	-41*	2%	-5%	2%	1%
5	CC(NC(=O)c1ccccc1N)c1ccccc1 (stereo not drawn)	i	-0.5%	-1%	-14%	-1.5	2%	10%	1%	2%
6	O=C(NCc1ccccc1)/C(=C/c1ccc([N+](=O)[O-])cc1)NC(=O)c1ccco1	i	-0.5%	1%	2%	2.0	3%	-17%	2%	5%
7	CCOC(=O)N1CCC(=C2c3ccc(Cl)cc3CCc3cccnc32)CC1	i	3.6%	0%[15.4 µM]	-3%	0.4	-20%	-19%	9%	-27%
8	COc1ccc(-c2[nH]ncc2/C=N\NC(=O)c2cccs2)cc1OC	i	3.5%	4%	0%	0.1	1%	1%	8%	1%
9	COc1ccc(NC(=O)N(C)C[C@H]2Oc3c(NC(=O)NC(C)C)cccc3C(=O)N([C@H](C)CO)C[C@@H]2C)cc1	i	-0.2%	2%	1%	-2.2	2%	11%	-11%	-2%
10	CC1CC(c2ccccc2)n2nc(NC(=O)c3cccs3)nc2N1 (stereo not drawn)	i	0.1%	-1%	3%	-1.6	13%	.	6%	17%
11	O=C(CSc1nccc2ccccc12)N1CCN(c2ccccn2)CC1	i	12%	-6%	1%	-2.0	0%	?	16%	-11%
12	CCN(CC(=O)Nc1ccc2c(c1)OCCO2)C(=O)c1cccc(S(=O)(=O)N2CCOCC2)c1	i	0.0%	-3%	-4%	0.3	5%	3%	-1%	8%
13	CC(=O)Oc1ccc(N2C(=O)C3C4C=CC(C5CC45)C3C2=O)cc1[N+](=O)[O-] (stereo not drawn)	i	-0.8%	1%	-13%	-4.6	3%	-12%	4%	20%
14	COc1cccc(C2CC(=O)Nc3cc(OC)c(OC)c(OC)c32)c1OC (stereo not drawn)	i	5.0%	-1%	-1%	-2.3	15%	-9%	5%	13%
15	CCOC(=O)c1nnn(-c2nonc2-n2cccc2)c1C	i	2.7%	-1%	1%	-0.7	13%	.	2%	4%

# (further entries)
no.	Compound	Akt phos inh	Nrf2 ARE act	Mm-Cpn inhibitor	A549 tox	CCT modulator	EPAC2 antagonist	Nrf2 inh	EPAC2 agonist	TGFb inhibitor
16	Cc1nc2ccccc2n1/N=C/c1ccc([N+](=O)[O-])s1	i	-0.5%	0%	?	-3.7	-1%	?	-15%	6.3µM*
17	COC(=O)C1CN(S(=O)(=O)c2cc(OC)ccc2OC)CCS1 (stereo not drawn)	i	-0.6%	1%	-2%	-0.1	12%	-3%	9%	2%
18	Cc1ccccc1C(=O)Nc1nnc(-c2ccc(C(C)(C)C)cc2)s1	i	0.7%	1%	-2%	-14	0%	9%	5%	-4%
19	O=C(CCn1cccn1)N1CCCC(Nc2ccc(F)c(F)c2)C1 (stereo not drawn)	i	1.8%	.	.	1.2	4%	.	0%	-9%
20	N#Cc1nc(Cc2cccc3ccccc23)oc1NCCN1CCCCC1	i	-0.7%	0%	-8%	0.9	6%	.	-1%	25%
21	Cc1oc2ncn(C)c(=O)c2c1C(=O)NCCCN(Cc1ccccc1)C(C)C	.	-0.3%	.	2%	.	.	?	.	5%
22	CCN(CC(=O)NCc1ccc(Cl)cc1)C(=O)CSc1cccc(C(F)(F)F)c1	i	-0.1%	2%	-6%	-2.5	-26%	-1%	-7%	-20%
23	O=C(COC(=O)c1cccs1)NCc1ccco1	i	4.4%	-2%	-2%	-2.5	0%	-7%	1%	-28%
24	CN(C)c1cc(Nc2cccc(O)c2)c([N+](=O)[O-])c2nonc12	i	0.3%	0%	-5%	-4.0	2%	10%	4%	-18%
25	CCN(Cc1ccccc1)C(=O)c1nn(-c2ccc(OC)cc2)c(=O)c2c1c1ccccc1n2C	i	3.4%&3.7%	-7%	0%&-12%	-1.5	-9%	?	16%	-6%&-14%
26	CSC1=NC2(CCN(C(=O)NC3CCCCC3)CC2)N=C1c1ccc(C)cc1	.	0.6%	.	5%	.	.	-18%	.	-28%
27	CCN(Cc1ccccc1)S(=O)(=O)c1c(N)n(C)c(=O)n(C)c1=O	i	0.4%	-2%	-2%	-0.8	-12%	10%	5%	8%
28	CCOc1cc(NC(=S)NCCCN2CCOCC2)c(OCC)cc1NC(=O)c1ccccc1	i	-0.6%	1%	-4%	-1.4	9%	4%	-1%	-2%
29	O=C(COc1ccc(Cl)cc1)NCCS(=O)(=O)N1CCN(c2ccccc2F)CC1	i	0.0%	0%	1%	-3.6	1%	-3%	-6%	-23%
30	Cc1cc(C)nc(NS(=O)(=O)c2ccc(NC(=O)c3cc(=O)c4ccc(C)c(C)c4o3)cc2)n1	.	-0.4%	.	11%	.	.	-29%	.	0%

# From no. 25 to 30, as listed above:
no.	Compound	Akt phos inh	Nrf2 ARE act	Mm-Cpn inhibitor	A549 tox	CCT modulator	EPAC2 antagonist	Nrf2 inh	EPAC2 agonist	TGFb inhibitor
25	CCN(Cc1ccccc1)C(=O)c1nn(-c2ccc(OC)cc2)c(=O)c2c1c1ccccc1n2C	i	3.4%&3.7%	-7%	0%&-12%	-1.5	-9%	?	16%	-6%&-14%
26	CSC1=NC2(CCN(C(=O)NC3CCCCC3)CC2)N=C1c1ccc(C)cc1	.	0.6%	.	5%	.	.	-18%	.	-28%
27	CCN(Cc1ccccc1)S(=O)(=O)c1c(N)n(C)c(=O)n(C)c1=O	i	0.4%	-2%	-2%	-0.8	-12%	10%	5%	8%
28	CCOc1cc(NC(=S)NCCCN2CCOCC2)c(OCC)cc1NC(=O)c1ccccc1	i	-0.6%	1%	-4%	-1.4	9%	4%	-1%	-2%
29	O=C(COc1ccc(Cl)cc1)NCCS(=O)(=O)N1CCN(c2ccccc2F)CC1	i	0.0%	0%	1%	-3.6	1%	-3%	-6%	-23%
30	Cc1cc(C)nc(NS(=O)(=O)c2ccc(NC(=O)c3cc(=O)c4ccc(C)c(C)c4o3)cc2)n1	.	-0.4%	.	11%	.	.	-29%	.	0%

# Carrying on:
no.	Compound	Akt phos inh	Nrf2 ARE act	Mm-Cpn inhibitor	A549 tox	CCT modulator	EPAC2 antagonist	Nrf2 inh	EPAC2 agonist	TGFb inhibitor
31	CCOc1ccc(NC(=O)C2CCCN(S(=O)(=O)c3ccc4c(c3)CCCN4C(C)=O)C2)cc1 (stereo not drawn)	i	0.3%	1%	-10%	1.1	0%	-88%	13%	1%
32	Cc1ccc2c(c1)CCCO[C@]21O[C@H](CCO)C[C@H](O)[C@H]1O	i	0.4%	.	.	-2.2	7%	.	15%	-1%
33	Clc1ccc(CSc2nnc(/C=C/c3ccccc3)o2)cc1	i	0.3%	1%	0%	-1.5	-3%	.	19%	11%
34	CCn1cnc2c1c(=O)n(Cc1cccc([N+](=O)[O-])c1)c(=O)n2Cc1ccccc1	i	5.3%	-1%	0%	-4.8	-1%	-24%	11%	10%
35	Cc1ccc(S(=O)(=O)N2CCN(C(=O)c3cc(=O)[nH]c4ccccc34)CC2)c(C)c1	i	0.1%	-1%	0%	-0.3	-8%	-29%	9%	6%
36	CC(=O)c1ccccc1NC(=O)c1ccc2c(c1)NC(=O)C(C)S2 (stereo not drawn)	i	7.5%	-1%	-6%	-1.9	-3%	?	23%	5%
37	COc1ccc(NC(=O)CNCCC2=CCCCC2)cc1	i	0.0%	2%	-1%	-2.2	1%	?	17%	-6%
38	CN(C)c1ccc(CNS(=O)(=O)c2ccc(-c3cc(C(F)(F)F)on3)s2)cc1	.	-1.1%	.	-1%	.	.	-28%	.	-13%
39	COc1ccc(OCCn2c(NC(=O)c3ccco3)nc3ccccc32)cc1	i	7.2%	0%	-12%	-23	0%	?	22%	0%
40	O=C(CSc1cccc2cccnc12)Nc1ccccc1F	i	21%	2%	0%	0.9	-4%	5%	9%	?
41	COc1ccc(C(CCN2CCCC(C)C2)c2c(OC)cc(OC)c3c2OC(=O)CC3c2cc(OC)c(OC)c(OC)c2)cc1 (stereo not drawn)	i	4.4%	0%	-6%&-14%	0.6	-2%	18%&1%	9%	?
42	O=C(NC1CC1)C1CCN(c2ccc(S(=O)(=O)N3CCOCC3)cc2Cl)CC1	i	0.1%	0%	-4%	2.0	-4%	-23%	-1%	9%
43	COc1ccc([C@@H]2C[C@@H](c3ccccc3)Oc3cc(OC)c(OC)c(OC)c32)cc1	i	3.2%	-25%	19%	-1.6	-4%	-5%	7%	-27%
44	Cc1c(C(=O)N2CCN(CCc3ccccn3)CC2)oc2ccc(F)cc12	.	0.2%	-2%	-4%	-3.4	-4%	6%	9%	-8%
45	CCOCCCNC(=S)N1C2CCC1CC(NC(=O)NC1CCCCC1)C2 (stereo not drawn)	i	0.2%	0%	2%	0.9	7%	-24%	2%	-5%
46	O=c1[nH]c2ccc(NCc3ccc(-c4cccc(Cl)c4)o3)cc2[nH]1	.	5.3%	.	6%	.	.	-13%	.	16%
47	O=C(C1CCN(Cc2ccc(F)cc2)CC1)N(CCO)Cc1ccccc1	i	-0.5%	-2%	-3%	-0.4	-1%	-4%	6%	5%

# An excerpt. The share of hits here may be higher or lower than overall.
